# EP2 modulator: modulates human prostaglandin E2 receptor EP2 signaling. actives 0.83% (n = 260,000). induction, % at 25 µM. EP2-expressing cells, cAMP HTRF FRET, PGE2 co-stimulation. P43116;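 active means compounds whose cAMP rise, as percent of the full-agonist control response, exceeds 60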;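 further: rat C6 glioma line stably carrying human EP2 under a CMV promoter; the protocol text gives 20 µM as final concentration; 100% = response of wells given 1 µM PGE2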
# NPY2 pot ag: human NPY-Y2 potentiation or agonism, primary screen. cells expressing NPY-Y2, potentiator/agonist read-out. activation, % at 3.6 µM. P49146. actives 0.45% (n = 220,000). AID 1359; in the data active means activation above about 27%;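 further: cells stimulated with NPY near EC25 plus isoproterenol at EC100; 0% = vehicle plus submaximal agonist and 100% = vehicle plus saturating agonist; some results beyond the cut were filed as inactive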
# S1P4 ag: activates the human S1P4 receptor. S1P4-expressing cell line, agonist reporter assay. activation, % at 4.98 µM. actives 0.35% (n = 220,000). AID 1509; in the data active means activation above about 11%;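 further: 0% = DMSO vehicle and 100% = reference agonist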
# Target sequence (O95977 whole entry, looked up): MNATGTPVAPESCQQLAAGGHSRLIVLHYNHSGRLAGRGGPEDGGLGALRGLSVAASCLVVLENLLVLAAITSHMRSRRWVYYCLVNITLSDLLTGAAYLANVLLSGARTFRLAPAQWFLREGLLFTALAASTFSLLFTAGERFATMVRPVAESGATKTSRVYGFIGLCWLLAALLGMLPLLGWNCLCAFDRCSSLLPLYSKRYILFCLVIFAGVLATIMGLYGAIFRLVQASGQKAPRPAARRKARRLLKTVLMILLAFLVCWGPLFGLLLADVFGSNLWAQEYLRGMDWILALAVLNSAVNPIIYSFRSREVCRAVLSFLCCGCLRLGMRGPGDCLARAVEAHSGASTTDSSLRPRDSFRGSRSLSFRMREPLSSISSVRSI
# eIF4E 4G PPI: blocks eIF4E binding to eIF4G; P63073+Q04637; TR-FRET eIF4E-eIF4GI(517-606) binding, 2 h; inhibition, % at 21.7 µM; actives 0.37% (n = 220,000);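 active means inhibition above about 30%, limit read from the data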;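 further: 0% = full FRET control wells and 100% = background wells lacking eIF4GI fragment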
# S1P4 antag: antagonists of human S1P4 receptor; O95977; S1P4-expressing cells, antagonist mode, reporter read-out; inhibition, % at 4.98 µM; actives 0.26% (n = 220,000); in the data active means inhibition above about 29%;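 further: 0% = wells stimulated with agonist and 100% = vehicle wells without agonist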
# NPY Y1 blocker: blocks the human neuropeptide Y Y1 receptor. AID 1040. HEK293-CNG Y1 cells, membrane potential fluorescence; NPY at EC95, then isoproterenol. P25929. inhibition, % at 3.6 µM. actives 1% (n = 200,000);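 active means inhibition above the campaign mean inhibition of all tested compounds plus 3 SD, cut at about 20% in these data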;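 further: 0% = DMSO wells given NPY plus isoproterenol and 100% = isoproterenol alone without NPY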
# Target sequence (P25929 whole entry, looked up): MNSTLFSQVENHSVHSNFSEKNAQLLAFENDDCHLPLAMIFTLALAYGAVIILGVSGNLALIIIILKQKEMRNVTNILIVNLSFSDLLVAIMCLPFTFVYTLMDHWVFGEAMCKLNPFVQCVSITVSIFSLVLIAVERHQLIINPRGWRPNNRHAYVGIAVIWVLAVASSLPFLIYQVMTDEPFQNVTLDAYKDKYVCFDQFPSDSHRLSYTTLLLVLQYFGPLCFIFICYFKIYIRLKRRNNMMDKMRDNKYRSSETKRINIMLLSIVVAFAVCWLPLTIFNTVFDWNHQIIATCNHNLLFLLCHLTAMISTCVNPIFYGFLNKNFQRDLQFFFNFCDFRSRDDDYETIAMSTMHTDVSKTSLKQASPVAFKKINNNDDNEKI
#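 material = HEK293 cells with Y1 receptor plus CNG channel | also added = NPY 25 nM then isoproterenol 1 µM plus Ro 20-1724 25 µM | schedule = dye 3 h, compound 60 min room temperature, stimulation 45 min | measured by = membrane potential fluorescence | benchmarks = high control isoproterenol alone, low control NPY with isoproterenol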
# EP2 antag: blocks the human prostaglandin E2 receptor EP2; P43116; C6 glioma cells expressing human EP2, cAMP TR-FRET; cells stimulated with saturating PGE2; inhibition, % at 25 µM; actives 0.52% (n = 260,000);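 active means percent inhibition above 40 after rounding to a whole number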;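 further: rat C6 glioma host cells with rolipram phosphodiesterase inhibitor present; the protocol text gives 20 µM as final concentration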
# NPY-Y1 PAM-ag: potentiators or agonists of human neuropeptide Y receptor Y1; NPY-Y1 expressing cells, potentiator/agonist activation; activation, % at 3.6 µM; AID 1304; actives 0.37% (n = 220,000); P25929; in the data active means activation above about 33%, passing the limit was not always enough;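 further: cells stimulated with NPY at EC10 then isoproterenol at EC100; 0% = low agonist plus stimulus and 100% = saturating agonist plus stimulus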
# p97 ATPase inh: human p97 ATPase inhibition | AID 1481 | P55072 | recombinant p97 ATPase, Kinase-Glo ATP luminescence, 3 h | actives 0.42% (n = 220,000) | inhibition, % at 8 µM; in the data active means inhibition above about 15%;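 further: 0% = DMSO vehicle and 100% = wells lacking enzyme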
# Numbers without * were called inactive; nt = no result given; & = joins results of further samples; [ ] = dose if it differs, or a comment.
SMILES,EP2 modulator,NPY2 pot ag,S1P4 ag,eIF4E 4G PPI,S1P4 antag,NPY Y1 blocker,EP2 antag,NPY-Y1 PAM-ag,p97 ATPase inh
COc1cc([N+](=O)[O-])c(C(=O)N2CCOCC2)c([N+](=O)[O-])c1,15,5,-0.3,2[fluorescence artefact?],-8,1,9,-16,1
CCC(=O)Nc1nonc1-c1nc2ccccc2n1CCC(C)C,41,-14,0.2,-2,-1,9,11,-19,-3
C=C(C)C(=O)NNc1ccccc1,15,3,-0.1,1,-7,0,6,3,0
O=S(=O)(NC1CC1)c1ccc(S(=O)(=O)N2CCCC3(CCCCC3)C2)cc1,21,-7,0.3,-5,-20,-2,13,5,-5
CC(C)OC(=O)CSc1nnc(-c2cnccn2)n1-c1ccccc1,4,10,-1.0,2,-24,-2,13,8,4
CC(C)(C)c1cc(CN2CCN(CCO)CC2)cc(C(C)(C)C)c1O,9,10,-1.5,4,-5,2,7,20,-1
N#Cc1nc(-c2cccc3ccccc23)oc1NCC1CCCO1 (stereo unspecified),-37,13,3.0,7,-14,nt,11,3,1
COc1cccc2c1C(=O)O/C2=C/c1ccc2c(c1)OCO2,11,-4,-3.1,-1,-5,12,21,3,5
Cc1ccc(C(=O)OCC(=O)Nc2sc3c(c2C#N)CCC3)cc1,-2,5,0.7,15,-11,7,13,5,2
COCCNC(=S)Nc1ccc2nsnc2c1,-40,-7,12*,6,-9,-2,23,-13,0
COc1ccccc1NC(C)C(=O)Nc1ccc(C(C)=O)cc1 (stereo unspecified),-21,14,0.3,2,-16,-7,4,16,1
CCCn1c(SCC(=O)NCc2ccco2)nnc1-c1ccncc1,9&8,4,-0.2,-1,-8,2,9&5,10,4
O=c1[nH]c(-c2ccc(Cl)cc2)cs1,14,9,3.8,1,-12,1,3,15,4
Cc1nn(-c2ccccc2)c(Cl)c1/C=N/Nc1ccc(Cl)c(C(=O)O)c1,5,-2,-0.1,8,-4,-1,6,-19,5
Cc1ccc(NC(=O)Cc2c(O)c3ccccc3[nH]c2=O)c(C)c1,-19,2,1.4,-4,-18,nt,9,-10,1
Cc1cc(CCC(=O)O)c(C)cc1CCC(=O)O,8,11,1.2,-3[fluorescence artefact?],2,4,-2,11,8
COc1ccc(NC(=O)c2c(C(F)(F)F)nn(C)c2Cl)cc1,19,-2,0.6,1,1,0,1,-10,2
CCOc1cc2[nH]c(=S)n(CCCCC(=O)NCc3ccco3)c(=O)c2cc1OCC,14,2,-1.2,1,13,-2,8,8,1
O=C(CCN1CCOCC1)Nc1cccc(Br)c1,15,-3,1.0,7,-18,-2,13,11,-5
CCC(C)(C)NC(=O)C(c1ccncc1)N(Cc1cccs1)C(=O)Cn1nnc2ccccc21 (stereo unspecified),-6,2,-0.4,2[fluorescence artefact?],-23,14,5,12,1
NC(=O)C(=O)NN=C1CCC(c2ccccc2)CC1 (stereo unspecified),-6,1,0.6,-4,1,6,8,2,-6
COc1nc(N(C)C)nc(N(OC)S(=O)(=O)c2ccccc2Cl)n1,33,12,0.0,2,-12,2,7,4,3
Cc1nccn1-c1ccc(C(F)(F)F)cc1[N+](=O)[O-],10,-3,1.1,-6,-12,4,3,7,-3
CCN(CC)CCCn1c(C)cc2c(c1=O)C(c1cccc(Cl)c1)C(C#N)=C(N)O2 (stereo unspecified),-5,9,-0.8,2,2,0,nt,-8,2
CC(=O)Nc1ccc(SCC(=O)c2c(N)n(Cc3ccccc3)c(=O)n(C)c2=O)cc1,-43,3,1.7,-6,-5,nt,6,4,5
N/C(=N\OC(=O)C1CCCCC1)c1ccncc1,21,0,2.2,-3,-19,6,11,6,8
COc1ccccc1-c1cc2nc(C)cc(C)n2n1,1,-15,-0.3,7,10,nt,8,9,-6
CCC(C)NC(=O)C1CCN(c2nc(C)cc(C)n2)CC1 (stereo unspecified),-20,0,1.0,4,-24,-6,5,6,4
CCOc1cccc2c1OC1(C)CC2NC(=O)N1c1cccc(F)c1 (stereo unspecified),-3,14,2.8,-1,-2,1,24,-9,3
COC(=O)CNC(=O)c1cc(OC)cc(OC)c1,16,-2,7.3,4,-2,-2,3,7,7
COCc1cc(/C=N\NC(=O)COc2ccc(Cl)cc2)ccc1OC,-6,-7,-1.3,5,-30,6,5,-19,3
CC1(C)COC(c2cccc(C3=NC(C)(C)CO3)n2)=N1,17,10,0.6,18,-12,-2,2,2,6
O=C(COc1ccc(N2CC(C(=O)O)CC2=O)cc1)Nc1cccc(C(F)(F)F)c1 (stereo unspecified),1,10,0.9,2,-5,-2,9,8,-4
O=[N+]([O-])c1ccc(-c2cn3c(n2)CCC3)cc1,-9,-2,1.1,-3,-23,nt,4,14,-1
NNC(=O)c1ccc(COc2ccc3c(c2)CCC3)cc1,12,-21,-2.3,-4,-7,-2,6,-35,-2
CCC(=O)N(Cc1ccco1)Cc1cc2cccc(C)c2n2nnnc12,2,12,-0.8,0,-10,3,4,-19,-3
Cc1c(C(=O)OC/C(O)=C(\C#N)c2nc3ccccc3[nH]2)oc2ccccc12,-19,-14,-2.2,5,-1,nt,7,-22,0
CCN(CC)S(=O)(=O)c1ccc2oc(C(=O)NCC3COc4ccccc4O3)c(C)c2c1 (stereo unspecified),-8,-9,-0.3,1,-13,6,11,-3,3
COc1cccc(Nc2ccc(Nc3cccc(OC)c3)nn2)c1,-6,17,0.7,0,10,-8,3,28,1
Cc1ccc(Cn2c(S(=O)(=O)O)nc3ccccc32)cc1,14,-23,-3.9,-4,12,10,7,-11,-2
CCCCC1CCC(C(=O)NC2CCS(=O)(=O)C2)CC1 (stereo unspecified),17,0,0.2,1,-23,-3,13,14,-2
CCC(C)c1ccc(NC(=S)Nc2ccc(OC)cc2)cc1 (stereo unspecified),-20,4,3.7,1,-15,4,3,-3,-3
CCOc1ccc(C(=O)Nc2cccc(-c3nc4cccnc4o3)c2)cc1Cl,-32,-11,2.5,-26,-17,4,18,-2,6
CCCn1c(SCC(=O)NC(=O)Nc2ccc(C)cc2C)n[nH]c1=O,-21,22,0.1,-1,-25,-6,9,10,0
Cc1nnc(N2C(=O)c3oc4ccccc4c(=O)c3C2c2ccco2)s1 (stereo unspecified),-4,-7,-0.7,6,7,-6,11,6,4
CNC(=O)C(NC(=O)CNC(=O)c1ccc(Cl)cc1)C(C)(C)C (stereo unspecified),5,-2,-0.1,-1,-6,4,7,-6,2
COCCCNC(=O)CCCn1c(=O)[nH]c2ccccc2c1=O,5,1,-0.8,6,9,-3,11,6,1
CN(C1CCCC1)C1CCN(C(=O)CNC(=O)/C=C/c2ccc(F)cc2)CC1,-15,1,-0.2,-4,-12,5,11,0,6
Cc1ccc(S(=O)(=O)N(C)CC(=O)N2CCCC2)cc1,21,-10,2.5,1[fluorescence artefact?],-7,4,10,-13,3
O=c1c2cc(NC(=S)NCCN3CCCCCC3)ccc2nc2n1CCCCC2,-44,7,0.6,2,14,1,7,4,1
CCC(C)n1c(S(=O)(=O)O)nc2ccccc21 (stereo unspecified),20,1,3.6,3[fluorescence artefact?],-3,7,4,4,-3
O=C(NC(Cc1c[nH]c2ccccc12)C(=O)O)c1ccc(Br)cc1 (stereo unspecified),-27,-3,1.0,0,-6,2,5,-4,2
COc1cc(CN(C(=S)NCC(=O)NC2CC2)C2CCCC2)cc(OC)c1OC,26,-9,0.4,14,-1,5,9,-3,-2
CCOc1ccccc1C(=O)Nc1cccc(-c2nnc(-c3ccccc3)o2)c1,3,1,3.4,6,-11,4,4,8,2
CS(=O)(=O)N(CC(=O)NCc1ccc(Cl)cc1)C1CCCCC1,-5,-8,2.5,0,-13,3,10,-12,-2
CCN(C(=O)c1ccc(Br)cc1)c1ccccc1,38,1,1.3,2,-5,7,6,9,1
CC1=NN(c2ccccc2)C(=O)/C1=C/c1cc(C)n(C2CC2)c1C,23,8,-0.3,-1,1,-1,6,-3,-1
COc1cccc(OC)c1C(=O)Nc1ccc(N2CCCCC2)cc1,5,4,-0.7,5,-11,-3,10,6,4
COc1ccc(N2CCN(C(=S)Nc3cc(C)ccc3C)CC2)cc1,-34&-21,-6,0.5,2,-4,2,15&8,20,-1
COc1ccc(C(=O)/C=C/c2ccc(O)cc2)cc1,-43,-36,1.0,0,-1,5,15,-8,2
Cc1cc(-c2n[nH]c(=S)n2/N=C/C(Br)=C/c2ccccc2)n[nH]1,-21,5,1.0,-2,-10,-2,6,0,2
CCOC(=O)c1nnc(-c2ccccc2)nc1Oc1ccccc1Cl,41,14,1.7,-2,-11,0,27,-18,6

# In the list so far, 14 contain an aryl methoxy group:
SMILES,EP2 modulator,NPY2 pot ag,S1P4 ag,eIF4E 4G PPI,S1P4 antag,NPY Y1 blocker,EP2 antag,NPY-Y1 PAM-ag,p97 ATPase inh
COc1cc([N+](=O)[O-])c(C(=O)N2CCOCC2)c([N+](=O)[O-])c1,15,5,-0.3,2[fluorescence artefact?],-8,1,9,-16,1
COc1cccc2c1C(=O)O/C2=C/c1ccc2c(c1)OCO2,11,-4,-3.1,-1,-5,12,21,3,5
COc1ccccc1NC(C)C(=O)Nc1ccc(C(C)=O)cc1 (stereo unspecified),-21,14,0.3,2,-16,-7,4,16,1
COc1ccc(NC(=O)c2c(C(F)(F)F)nn(C)c2Cl)cc1,19,-2,0.6,1,1,0,1,-10,2
COc1nc(N(C)C)nc(N(OC)S(=O)(=O)c2ccccc2Cl)n1,33,12,0.0,2,-12,2,7,4,3
COc1ccccc1-c1cc2nc(C)cc(C)n2n1,1,-15,-0.3,7,10,nt,8,9,-6
COC(=O)CNC(=O)c1cc(OC)cc(OC)c1,16,-2,7.3,4,-2,-2,3,7,7
COCc1cc(/C=N\NC(=O)COc2ccc(Cl)cc2)ccc1OC,-6,-7,-1.3,5,-30,6,5,-19,3
COc1cccc(Nc2ccc(Nc3cccc(OC)c3)nn2)c1,-6,17,0.7,0,10,-8,3,28,1
CCC(C)c1ccc(NC(=S)Nc2ccc(OC)cc2)cc1 (stereo unspecified),-20,4,3.7,1,-15,4,3,-3,-3
COc1cc(CN(C(=S)NCC(=O)NC2CC2)C2CCCC2)cc(OC)c1OC,26,-9,0.4,14,-1,5,9,-3,-2
COc1cccc(OC)c1C(=O)Nc1ccc(N2CCCCC2)cc1,5,4,-0.7,5,-11,-3,10,6,4
COc1ccc(N2CCN(C(=S)Nc3cc(C)ccc3C)CC2)cc1,-34&-21,-6,0.5,2,-4,2,15&8,20,-1
COc1ccc(C(=O)/C=C/c2ccc(O)cc2)cc1,-43,-36,1.0,0,-1,5,15,-8,2

# From PubChem

# Not all compounds are listed. The share of hits here may be higher or lower than overall.
